# CIT2-GFP yeast: modulators of CIT2-GFP expression in yeast, primary screen, S. cerevisiae, GFP fusion, multiplex flow cytometry, MLPCN library; S. cerevisiae CIT2-GFP strain, 3 h; 100 means same as DMSO wells; GFP response vs DMSO, % at 10 µM; 320,000 tested, 0.065% active;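 active means GFP response relative to DMSO above a set limit, near the screen mean plus 3 SD, cut at about 150% in these data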;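 further: ratio of well median GFP fluorescence to mean of DMSO wells on the plate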
# AHR act: AHR activators, primary screen, cell-based, luminescence, luciferase reporter, human | AHR-responsive luciferase reporter cells | activation, % at 5 µM | 320,000 tested, 2.5% active; in the data active means activation above about 47%;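 further: 0% = vehicle wells and 100% = reference agonist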
# proCasp3 act: activators of human procaspase-3 D3A mutant, primary screen, biochemical, absorbance, PC-3 D3A mutant, single concentration. recombinant procaspase-3 D3A, Ac-DEVD-pNA absorbance 405 nm. activation, % at 8.5 µM. 330,000 tested, 0.11% active. AID 463141, 2010;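 active means activation above the mean of all tested compounds plus 3 SD, cut at about 21% in these data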;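 further: 0% = DMSO alone and 100% = DMSO wells spiked with extra 5 µM PC-3 D3A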
# Target sequence (P42574 whole entry D9A/D28A/D175A): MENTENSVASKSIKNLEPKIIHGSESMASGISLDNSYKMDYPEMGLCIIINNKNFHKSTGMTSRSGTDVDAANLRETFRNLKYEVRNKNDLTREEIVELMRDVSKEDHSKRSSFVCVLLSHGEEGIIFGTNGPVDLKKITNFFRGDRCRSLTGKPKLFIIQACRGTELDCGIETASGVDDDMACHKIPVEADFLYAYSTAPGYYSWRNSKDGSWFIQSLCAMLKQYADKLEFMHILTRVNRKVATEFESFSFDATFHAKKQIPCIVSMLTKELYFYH
#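 Assay system: Procaspase-3 D3A mutant, all three cleavage aspartates alanine. Buffer or medium: Zinc-free HEPES saline buffer with Triton X-100. Times: 1 h compound preincubation, 2 h substrate hydrolysis at 25 °C. Measured by: 405 nm absorbance of p-nitroaniline, reads at 0 and 120 min. Read-out basis: percent activation relative to control range. Replicates: singlicate.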
# AGP1-GFP MLPCN: modulators of AGP1-GFP expression in yeast TOR pathway, primary screen, cell-based, multiplex flow cytometry, S. cerevisiae, MLPCN library | 3 h; GFP as percent of DMSO wells | 320,000 tested, 0.02% active | GFP response vs DMSO, % at 10 µM;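 active means GFP response relative to DMSO above a set limit, near screen average plus 3 SD, cut at about 150% in these data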;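 further: median GFP channel fluorescence of the gated AGP1 strain per well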
# proCasp7 act: procaspase-7 activators, primary screen, counter-screen for procaspase-3 activator project, biochemical, absorbance, HTS, human. Caspase-7 (Homo sapiens), P55210. recombinant procaspase-7, Ac-DEVD-pNA absorbance 405 nm; D23A/D198A/D206A triple mutant, cannot self-cleave; scale: DMSO 0, 5 µM enzyme 100. activation, % at 8.5 µM. 330,000 tested, 0.093% active;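 active means percent activation above the screen-wide mean plus 3 SD, cut at about 25% in these data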
# Target sequence (P55210 whole entry D23A/D198A/D206A): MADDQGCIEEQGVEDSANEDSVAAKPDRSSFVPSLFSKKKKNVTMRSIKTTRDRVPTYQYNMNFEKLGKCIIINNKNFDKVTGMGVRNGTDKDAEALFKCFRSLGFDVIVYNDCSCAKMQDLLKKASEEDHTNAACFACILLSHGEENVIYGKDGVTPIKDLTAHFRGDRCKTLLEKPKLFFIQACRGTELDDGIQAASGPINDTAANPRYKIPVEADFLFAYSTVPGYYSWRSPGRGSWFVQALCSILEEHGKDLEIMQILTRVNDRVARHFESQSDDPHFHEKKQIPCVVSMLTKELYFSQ
#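 Replicates: singlicate. Assay system: Procaspase-7 triple mutant (PC-7 D3A). Signal: 405 nm absorbance of p-nitroaniline. Times: 1 h preincubation, 2 h reaction. Buffer or medium: Zinc-free HEPES pH 7.4 with 300 mM NaCl, 0.01% Triton X-100. Also added: DEVD-pNA substrate. Benchmarks: DMSO wells as 0%, DMSO with 5 µM added PC-7 as 100%.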
# LAP4-GFP MLPCN: modulators of LAP4-GFP expression in yeast, primary screen, S. cerevisiae, multiplex flow cytometry, MLPCN library | 3 h; median GFP as percent of DMSO wells | GFP response vs DMSO, % at 10 µM | 320,000 tested, 0.34% active;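 active means GFP response vs DMSO above a set limit, about the screen mean plus 3 SD, cut at about 150% in these data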
# MEP2-GFP yeast: modulators of MEP2-GFP levels in yeast, primary screen, S. cerevisiae, multiplex flow cytometry, MLPCN library. S. cerevisiae MEP2-GFP strain, 3 h; 100% = DMSO control level. GFP response vs DMSO, % at 10 µM. 330,000 tested, 0.51% active;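 active means GFP response versus DMSO above a set limit, roughly screen mean plus 3 SD, cut at about 180% in these data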;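 further: median GFP fluorescence of the barcode-gated MEP2-GFP cells per well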
# RPL19A TOR yeast: RPL19A-GFP expression modulators in yeast, primary screen, cell-based, S. cerevisiae, multiplex flow cytometry, MLPCN; 330,000 tested, 0.3% active; percent response vs DMSO, % at 10 µM; AID 2025, 2009; S. cerevisiae RPL19A-GFP strain, 3 h; active compounds read low;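 active means percent response vs DMSO below 50%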;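 further: median channel GFP fluorescence of the barcoded RPL19A-GFP strain; ratio of sample median GFP to plate DMSO average so 100% = DMSO; lower means less RPL19A-GFP as with rapamycin TOR inhibition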
# Starred values were filed as active, the others as inactive; nt = not tested or not shown; & = joins results of further samples; [ ] = dose if it differs, or a comment.
SMILES,CIT2-GFP yeast,AHR act,proCasp3 act,AGP1-GFP MLPCN,proCasp7 act,LAP4-GFP MLPCN,MEP2-GFP yeast,RPL19A TOR yeast
CCOc1ccc(NC(=O)C2C3C=CC4(O3)C2C(=O)N(Cc2cccnc2)C4C(=O)NC2CCCCC2)cc1 (stereo unspecified),96,-2,3,106,9,110,100,102
CC[C@H](C)[C@@H](C(=O)NCCCCCCCCCCC(=O)N1CCNCC1)n1cc(CCCCN=C(N)N)nn1,107,2,-2,108,1,101,103,104
Cc1ccccc1C(=O)NC(=S)N(Cc1ccccc1)c1ccccn1,93,0,-15,98,-20,104,100,100
CC(=O)N1c2ccc(S(=O)(=O)N3CCCC(C(=O)NCc4ccccc4)C3)cc2CC1C (stereo unspecified),103,4,-2,111,-2,114,105,110
CCOc1ccc(N/C=C/C(=O)c2ccc(OC)cc2)cc1,98,5,-3,99,2,98,102,100
O=S(=O)(Nc1ccc2ccccc2n1)c1ccccc1Cl,120[may fluoresce green],12,-2,109[may fluoresce green],3,105[may fluoresce green],93[may fluoresce green],98[may fluoresce green]
Fc1ccc(N2Cc3ccsc3C=N2)cc1,117,37,1,107,21,106,109,101
COc1ccc(OC)c(S(=O)(=O)NCc2ccc(N3CCN(C)CC3)cc2)c1,106,-3,0,109,-15,99,104,103
S=C(c1ccc[nH]1)N1CCOCC1,93,-2,9,99,16,92,97,97
O=C(Cn1cc2c(n1)CCCCC2)NC1CCN(Cc2ccccc2)CC1,105,-1,-4,101,3,101,100,99
CCOc1ccc(C(=O)NCC(=O)NCCCSc2ccccc2)cc1OCC,98,11,3,112,7,99,101,85
CN1/C(=C\C(=S)NC(=O)c2ccc([N+](=O)[O-])cc2)C(C)(C)c2ccccc21,97,-3,-6,100,-13,93,97,103
O=C(O)CC(NC(=O)CCC1CCCCC1)c1cc([N+](=O)[O-])ccc1Cl (stereo unspecified),103,0,-2,98,-4,98,99,100
CC1CCC(C(C)C)C(OC(=O)Cn2c(-c3ccc(Br)cc3)[n+](C)c3ccccc32)C1 (stereo unspecified),113&106,0&4,-1&-1,110&103,8&-1,101&98,106&123,105&103
CC(=O)N1CCN(CC(c2ccccc2)c2ccccc2)CC1,96,-2,-10,99,3,94,99,99
CN1CC(=O)N/C1=N\C(=O)Nc1ccc(O)cc1,96,1,2,93,-21,89,87,99
Cc1ccc(NC(=O)Cc2ncon2)cc1Cl,85,-1,14,89,13,117,98,99
COc1ccccc1CNC(=O)/C=C/c1ccc(S(=O)(=O)NCc2ccco2)cc1,102,-2,11,116,7,105,137,117
O=C1SC(SC(=Nc2ccccc2)Nc2ccccc2)C(=O)N1c1ccccc1 (stereo unspecified),95,6,-17,94,-8,96,93,102
O=C1NC(c2cccc(Br)c2)=N/C1=C\c1ccco1,106,40,-24,96,-15,84,108,105
O=C(Nc1cccc(Cl)c1Cl)Nn1cnnc1,100,-4,0,93,1,94,103,101
OC(CNC1CCCC1)COc1ccc(-c2ccccc2)cc1 (stereo unspecified),96,1,0,98,7,100,100,98
COC(=O)c1ccc(NC(=O)c2snnc2-c2ccccc2)cc1,88,-2,2,96,10,112,91,101
Cc1ccc(NC(=S)N2CCC(N(C)CC3CCCO3)CC2)cc1C (stereo unspecified),93,-1,-11,100,-7,102,95,98
COc1ccc(C2CC(=O)Nc3cc(OC)c(OC)cc32)cc1Br (stereo unspecified),102,nt,nt,100,nt,93,100,103
C/C=C(\C)C(=O)NCCN1C2=NC[C@@H](C)N2C[C@H]1Cc1ccc(O)cc1,107,0,16,93,10,108,89,107
Nc1nc2n(n1)C1(CCCCC1)C1=C(CCCC1)N2,106,-1,1,100,-9,97,99,99
CCOC(=O)N1CCC(NC(=O)CSc2cc(=O)n(C)c3ccccc23)CC1,110,3,8,106,-4,104,101,105
O=C(NNc1c(Cl)cccc1Cl)c1ccno1,102,0,-3,104,-7,99,100,92
CN1CCN(S(=O)(=O)c2cccc(C(=O)NCCOc3ccccc3F)c2)CC1,108,9,-1,92,10,88,103,109
O=C1CC(N2CCC(c3nc4ccccc4s3)CC2)C(=O)N1Cc1ccccc1 (stereo unspecified),85,1,-16,96,-33,105,96,96
COc1ccc(CNS(=O)(=O)NCc2ccc(OC)c(OC)c2)cc1,102,4,-4,102,-3,94,110,105
CN(C)c1ccc(C=NC(CO)C(O)c2ccc([N+](=O)[O-])cc2)cc1 (stereo unspecified),96,6,4,107,8,98,91,95
O=C(CCCCCN1C(=O)CCC1=O)Nc1ccc2c(c1)OCCO2,98,6,2,96,4,95,110,95
Cc1ccc(/C=N/NC(=O)c2cc(-c3cccnc3)nc3ccccc23)cc1,108,9,8,104,5,98,101,94
CC(=O)/C(N=Nc1ccc2c(c1)OCCO2)=C(\C)O,89,0,2,88,0,104,94,91
CCOC(=O)C1CCN(C(=O)COC(=O)c2ccc(Br)o2)CC1,100,2,-15,100,1,98,102,104
Cc1cccc(NC(=O)c2cccc(S(=O)(=O)Nc3ccccc3C(=O)O)c2)c1,108,1,3,102,7,92,107,103
COc1ccc(S(=O)(=O)Nc2ccc(N3CCOCC3)cc2)cc1[N+](=O)[O-],104,0,0,100,0,98,95,97
Cc1cccc(C(=O)N2CCN(c3ccc([N+](=O)[O-])c(N4CCOCC4)c3)CC2)c1,nt,1,-12,97,-25,92,94,98
CCC(=O)OCCn1c(=O)c2ccccc2c2ccccc2c1=O,97,3,6,101,8,107,102,99
Cn1c(=O)c2c(nc(N3CCCCCC3)n2Cc2cccc3ccccc23)n(C)c1=O,102,1,6,105,7,98,102,102
CC(=O)N1[C@H](C)C=C[C@]1(Cc1ccccc1)C(=O)O,84,6,-2,73,-3,102,92,88
COc1ccccc1CCC(=O)OCC(=O)NC1CCCCC1,103,-2,4,103,11,99,101,100
COc1ccc(CCNC(=O)CCNC(=O)c2ccco2)cc1OC,96,-4,0,95,-1,91,89,95
Cc1c2ccccc2nc2c(F)c(NCCO)c(F)c(F)c12,92,16,3,87,0,91,90,89
Cc1ccc(S(=O)(=O)N2CCOC2CNC(=O)C(=O)NCc2ccco2)cc1 (stereo unspecified),94,3,-4,99,7,107,101,94
COC(=O)c1cc(NC(=O)C2CC(=O)NC(=NCc3ccc(OC)cc3)S2)cc(C(=O)OC)c1 (stereo unspecified),102,-2,1,104,9,110,106,104
O=C(COC(=O)Cc1ccc(-c2ccccc2)cc1)NCc1ccccc1,98,1,0,99,3,98,106,102
Cc1nn(C(C)C)c(C)c1CN1CCCC(CCC(=O)NCc2ccccc2F)C1 (stereo unspecified),90,-2,7,95,-4,96,94,92

# Further structures:
SMILES,CIT2-GFP yeast,AHR act,proCasp3 act,AGP1-GFP MLPCN,proCasp7 act,LAP4-GFP MLPCN,MEP2-GFP yeast,RPL19A TOR yeast
COc1ccc(C(=O)NC(=O)N2CCCCC2)cc1,116,0,3,112,10,111,102,113
O=C(Oc1ccc(OC(=O)C2CCC2)cc1)C1CCC1,102,1,-4,100,-5,94,104,101
Cn1c(CCC(N)=O)nnc1SCC(=O)Nc1ccccc1C(=O)NC1CC1,101,0,4,105,0,103,105,102
CN(C)/C=N/N(C)c1ncccc1[N+](=O)[O-],nt,2,-13,nt,-3,nt,111,107
Cc1ccc(OCC(=O)Nc2ccc3c(c2)CCC3)c([N+](=O)[O-])n1,106,3,2,92,9,97,110,102
COc1ccc(CNc2n[nH]c(NCc3ccc(OC)c(OC)c3)n2)cc1OC,107,0,6,112,11,104,102,104
CC1CCCCC1NS(=O)(=O)c1ccc(S(=O)(=O)NCc2ccncc2)cc1 (stereo unspecified),94,-9,4,98,-3,100,99,97
Cc1cc(C)n2nc(SCc3nnc(SCc4ccccc4C)s3)nc2n1,91,-1,1,92,-8,97,94,95
COC(=O)CC1C(=O)NCCN1C(=S)Nc1ccc(F)cc1 (stereo unspecified),nt,0,-11,nt,3,nt,94,105
CCCCNc1c(-c2ccc(-c3cccc(Cl)c3)cc2)nc2ccccn12,80,56*,7,85,-10,139,101,87

# In the list so far, three contain two or more sulfur atoms:
SMILES,CIT2-GFP yeast,AHR act,proCasp3 act,AGP1-GFP MLPCN,proCasp7 act,LAP4-GFP MLPCN,MEP2-GFP yeast,RPL19A TOR yeast
O=C1SC(SC(=Nc2ccccc2)Nc2ccccc2)C(=O)N1c1ccccc1 (stereo unspecified),95,6,-17,94,-8,96,93,102
CC1CCCCC1NS(=O)(=O)c1ccc(S(=O)(=O)NCc2ccncc2)cc1 (stereo unspecified),94,-9,4,98,-3,100,99,97
Cc1cc(C)n2nc(SCc3nnc(SCc4ccccc4C)s3)nc2n1,91,-1,1,92,-8,97,94,95

# Other results
SMILES,CIT2-GFP yeast,AHR act,proCasp3 act,AGP1-GFP MLPCN,proCasp7 act,LAP4-GFP MLPCN,MEP2-GFP yeast,RPL19A TOR yeast
CC(=O)c1c(C)[nH]c(C(=O)CN2C(=O)NC(CCc3ccccc3)C2=O)c1C (stereo unspecified),110,2,-4,117,-2,100,110,110
O=C(Nc1ccc(F)cc1F)c1cc(Cl)sc1Cl,108,0,-3,102,-6,93,108,112
O=C(CNC(=O)c1ccccc1F)OC1CCOC1=O (stereo unspecified),102,-1,5,103,17,100,98,106
CCOC(=O)/C(C#N)=N/Nc1ccccc1C#N,96,10,-3,98,-11,96,107,104
CC(=O)c1ccc(OCCCC(=O)NNC(=O)c2ccccn2)cc1,106,3,0,112,3,108,104,101
O=C(COc1ccccc1)NNC(=S)NC(=O)c1ccc(Cl)cc1Cl,92,1,-5,98,-17,219*,119,109
Cc1ccc(NC(=S)N2CCC(N(C)CC3CCCO3)CC2)c(C)c1 (stereo unspecified),100,0,1,96,6,97,103,99
COc1ccc(S(=O)(=O)Nc2ccccc2C(=O)N2CCOCC2)cc1OC,101,1,-1,97,2,95,98,101
O=C(N/N=C/c1ccccc1O)C1CC(=O)N(c2ccc(F)cc2)C1 (stereo unspecified),103,0,7,97,6,95,106,103
Cc1ccc(S(=O)(=O)N2CCCN(C)c3nc4ccccc4nc32)cc1,92,16,2,92,2,93,98,91
COc1ccc(CNC(=O)CS(=O)Cc2nc(-c3ccc(OC)c(OC)c3)oc2C)cc1 (stereo unspecified),106,15,-3,98,0,89,110,100
CN(C)S(=O)(=O)c1cccc(NC(=O)CN2C(=O)NC(CCc3ccccc3)C2=O)c1 (stereo unspecified),99,5,-1,92,-1,87,98,103
Cc1[nH]c(C)c(S(=O)(=O)N2CCN(c3ccccc3F)CC2)c1C(=O)N1CCCC1,109,3,-10,98,1,91,105,97
CNCCCC12CCC(c3ccccc31)c1ccccc12,99&94&104,1&-3&1,-5&3&-1,89&93&95,9&7&2,102&128&94,94&103&105,103&107&96
Cc1cc(Br)ccc1NC(=O)CN(C)C(=O)C1=COCCO1,100,2,9,98,8,96,104,99
Cc1nc([N+](=O)[O-])c(C(=O)OCc2ccccc2)n1C,115,0,-2,112,5,106,120,90
Cc1[nH]c2ccc(-c3n[nH]c(=S)n3-c3ccccc3)cc2c1C,103,8,-7,97,-22,89,93,98
